Compound activity: PubChem, several laboratories
RGS7-Gao reg: human RGS7-Galphao interaction regulation. P09471. Multiplexed bead flow cytometry, RGS7-Galphao binding; actives lie on both sides. binding response (% of control), % at 10 µM. 220,000 tested, 0.35% active. AID 1439; in the data active means binding response below about 49% or above about 150%; inconclusive means no clear call, values can overlap the other calls; inactive means in between;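 further: fluorescent Galphao held in activated GDP-AlF4 state binding bead-coupled RGS7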
Avidin fluor: compound fluoresces at 488/530 nm on avidin beads. compound fluorescence 488/530 nm, flow cytometry; hits give high values. fluorescence (KMESF) at 10 µM. 220,000 tested, 0.38% active. AID 1775; in the data active means fluorescence above about 47; further: inactives centre near 10
Bim-Mcl-1: human Bim-Mcl-1 interaction inhibition; Q07820; Bead-based flow cytometry, Bim peptide-Mcl-1 binding; inhibition, % at 10 µM; 190,000 tested, 0.1% active; AID 1009; in the data active means inhibition above about 40%;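 further: 0% = no compound tracer wells and 100% = peptide blocker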
ABCG2 block: inhibitors of human ABCG2 transporter, ABCB1 counter-screen | IgMXP3 cells, JC-1 efflux, flow cytometry | 190,000 tested, 0.1% active | Q9UNQ0 | inhibition, % at 6.6 µM;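 active means inhibition above 80%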;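 further: 0% = DMSO and 100% = nicardipine control wells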
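material = IgMXP3 (ABCG2) plus far-red-tagged CCRF-Adr (ABCB1) cells | amount = 3 million cells/mL, equal mix of both lines | also added = JC-1 transporter substrate | dosing = one concentration, 6.6 µM final | schedule = 10 min at 25 °C | measured by = flow cytometric JC-1 green MFI at 530 nm | read-out basis = percent efflux inhibition, scaled nicardipine 100% to DMSO 0%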
Mcl1 Bid PPI: disrupts binding of human Mcl-1 to Bid peptide; 220,000 tested, 0.97% active; TR-FRET Mcl-1/Bid-Dy647 peptide binding, 1536-well; AID 1021; Q07820; inhibition, % at 21.7 µM;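 active means compounds that cut the binding signal by more than half at the single screening dose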;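 further: His-tagged Mcl-1 with europium anti-His antibody binding Bid BH3 peptide; 0% = Mcl-1 plus peptide wells and 100% = peptide-only wells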
ABCB1 block: human ABCB1 inhibition, ABCG2 as counter-screen; CCRF-Adr cells, JC-1 efflux, flow cytometry; inhibition, % at 6.6 µM; 190,000 tested, 0.067% active; in the data active means inhibition above about 40%;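 further: 0% = vehicle and 100% = reference inhibitor; higher value means more JC-1 retained so stronger ABCB1 efflux block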
Target sequence (P08183 whole entry, looked up): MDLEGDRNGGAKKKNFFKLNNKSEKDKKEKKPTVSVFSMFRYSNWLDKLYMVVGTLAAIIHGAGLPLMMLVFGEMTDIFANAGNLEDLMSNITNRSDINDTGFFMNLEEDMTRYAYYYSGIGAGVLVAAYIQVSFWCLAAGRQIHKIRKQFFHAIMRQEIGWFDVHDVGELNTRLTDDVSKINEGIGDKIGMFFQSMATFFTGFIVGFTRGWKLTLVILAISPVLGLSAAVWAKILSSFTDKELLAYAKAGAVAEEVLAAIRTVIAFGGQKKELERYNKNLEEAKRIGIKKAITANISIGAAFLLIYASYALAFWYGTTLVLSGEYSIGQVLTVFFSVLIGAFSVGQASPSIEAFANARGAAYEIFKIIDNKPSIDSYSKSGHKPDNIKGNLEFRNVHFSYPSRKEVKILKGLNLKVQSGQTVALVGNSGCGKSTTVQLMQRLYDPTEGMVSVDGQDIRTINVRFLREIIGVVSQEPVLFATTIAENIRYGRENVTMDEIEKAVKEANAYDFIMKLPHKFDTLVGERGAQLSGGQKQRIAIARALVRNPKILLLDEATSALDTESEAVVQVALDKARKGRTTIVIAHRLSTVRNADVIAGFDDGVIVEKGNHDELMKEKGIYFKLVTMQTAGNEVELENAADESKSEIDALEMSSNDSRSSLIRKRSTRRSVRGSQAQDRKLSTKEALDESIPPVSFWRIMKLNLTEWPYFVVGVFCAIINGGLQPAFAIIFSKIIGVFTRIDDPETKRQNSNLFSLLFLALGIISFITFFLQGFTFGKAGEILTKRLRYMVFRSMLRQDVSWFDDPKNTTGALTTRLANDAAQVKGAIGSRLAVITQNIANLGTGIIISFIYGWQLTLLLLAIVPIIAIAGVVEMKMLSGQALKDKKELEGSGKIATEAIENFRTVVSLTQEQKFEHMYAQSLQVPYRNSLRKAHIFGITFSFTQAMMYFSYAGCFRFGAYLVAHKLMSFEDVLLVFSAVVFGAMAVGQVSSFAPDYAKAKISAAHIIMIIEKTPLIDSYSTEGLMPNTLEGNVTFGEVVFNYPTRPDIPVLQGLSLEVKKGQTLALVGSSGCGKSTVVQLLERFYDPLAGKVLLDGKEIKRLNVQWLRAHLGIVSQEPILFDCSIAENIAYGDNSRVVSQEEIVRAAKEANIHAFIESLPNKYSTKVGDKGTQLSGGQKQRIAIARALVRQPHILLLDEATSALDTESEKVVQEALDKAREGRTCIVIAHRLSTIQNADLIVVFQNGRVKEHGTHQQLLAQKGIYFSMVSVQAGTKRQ
Pf gametocyte: kills late stage P. falciparum gametocytes | P. falciparum stage V gametocytes, ATP luminescence, 24 h | inhibition, % at 10.9 µM | 150,000 tested, 0.065% active | AID 743093;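 active means inhibition above the mean plus 3 SD of compounds within the control limits, set per campaign, cut at about 38% in these data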;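 further: 0% = DMSO wells and 100% = medium only without gametocytes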
RGS8-Gao: regulators of human RGS8-Galphao interaction. response (percent of control binding), % at 10 µM. 220,000 tested, 0.34% active. multiplexed bead flow cytometry, RGS8-Galphao binding; actives lie on both sides. P09471; in the data active means response below about 60% or above about 140%; inactive means in between;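 further: Galphao activated as the GDP aluminium fluoride complex binding bead-coupled RGS8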
GSH bead fluor: GSH bead compound fluorescence profile | fluorescence (KMESF) at 10 µM | 190,000 tested, 0.25% active | GSH beads flow cytometry, compound fluorescence 488/530 nm; hits give high values; in the data active means fluorescence above about 89;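 further: glutathione beads carrying GST-tagged Bcl family fusion proteins plus one bare bead set; values are compound well signal with DMSO vehicle wells as background; inactives centre near 16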
Mcl1 Noxa PPI: disrupts binding of human Mcl-1 to Noxa peptide | Q07820 | TR-FRET Mcl-1/Noxa peptide binding, 2 h | inhibition, % at 21.7 µM | 220,000 tested, 1.5% active | AID 1022;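 active means compounds that cut the protein-peptide binding signal by more than 50% relative to plate controls in a single-dose test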;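 further: His-tagged Mcl-1 with rhodamine Noxa BH3 peptide and terbium anti-His antibody; 0% = Mcl-1 plus Noxa peptide wells and 100% = peptide-only wells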
RGS4-Gao reg: modulates binding of RGS4 to human Galphao. P09471. Multiplexed bead flow cytometry; actives lie on both sides. binding response (% of control), % at 10 µM. 220,000 tested, 0.33% active. AID 1415; in the data active means binding response below about 49% or above about 150%; inactive means in between;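 further: fluorescent Galphao activated with aluminum fluoride binding bead-coupled RGS4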
* = called active by the depositor; ? = inconclusive; . = no result given.

SMILES | RGS7-Gao reg | Avidin fluor | Bim-Mcl-1 | ABCG2 block | Mcl1 Bid PPI | ABCB1 block | Pf gametocyte | RGS8-Gao | GSH bead fluor | Mcl1 Noxa PPI | RGS4-Gao reg
Cc1ccc2nc3c(cc2c1)c(NC(=O)c1ccco1)nn3CC(C)C | ? | 5 | . | . | -39 | . | -8 | 98 | . | 11 | 96
Cc1cccc(NCc2ccccc2O)c1 | 88 | 7 | 5 | -1 | -27 | -0.1 | . | 86 | 36 | 24 | 91
CCOC(=O)C1CCN(c2c(NCCCN(CC)c3ccccc3)c(=O)c2=O)CC1 | 104 | 38 | 32 | 5 | -50 | 0.6 | . | 102 | 10 | 5 | 103
COC(=O)c1c[nH]n2c(=O)c(C(C)C)c(C)nc12 | 100 | 8 | 2 | 0 | -2 | 0.0 | . | 100 | 19 | -5 | 100
CCCCNC(=S)N=Nc1c(O)[nH]c2ccccc12 | ? | 12 | 3 | 14 | -74 | 0.1 | . | 98 | 12 | -22 | 94
CC(C)(C)OC(=O)N[C@@H](CCCCNC(=O)OCc1ccccc1)c1nnc([C@H](CCCCNC(=O)OCc2ccccc2)NC(=O)OC(C)(C)C)o1 | ? | . | . | . | -37 | . | . | 92 | . | 5 | 86
CCN(CC)C(=O)c1sc(NC(=O)Cc2cccs2)c(C#N)c1C | 103 | 6 | 35 | -3 | -1 | -2.8 | . | 104 | 31 | -5 | 106
CC(=NCc1ccco1)c1c(C(F)(F)F)[nH]n(-c2nc3ccccc3s2)c1=O | 112 | 8 | -3 | 1 | -2 | 0.9 | 13 | 111 | 38 | 13 | 116
CCN(CC)Cc1c(CC(C)C)oc(C)c1C(=O)O | 97 | 37 | -1 | 0 | -20 | 0.0 | 4 | 102 | 19 | 7 | 100
CCOC(=O)c1sc(N=NC2=C(O)CC(C)(C)CC2=O)c(C(=O)OCC)c1C | ? | 11 | 7 | 16 | -16 | 3.7 | 0 | 99 | 14 | 0 | 103
O=C(NCc1ccccc1F)C1CCCN1C(=O)NC1CCCCC1 (stereo unspecified) | 102 | 7 | -2 | 0 | -9 | 0.0 | . | 104 | 29 | -8 | 104
CCOC(=O)c1sc(N(C)C(C)=O)nc1C | 110 | 37 | -1 | 5 | 1 | 0.8 | . | 107 | 19 | 3 | 109
C/C(=N\NC(N)=S)c1cccnc1 | ? | 6 | . | . | -28 | . | -2 | 100 | . | 6 | 99
COc1ccc(OC)c(C(=O)c2coc3ccc(O)c(CN4CCOCC4)c23)c1 | 103 | 19 | -1 | 2 | -41 | 2.8 | 0 | 101 | 24 | 5 | 102
C=CCOc1c2ccc(C(=O)NCc3ccc(OC)cc3)cc2nn1C | 98 | 34 | -2 | 2 | -16 | 0.3 | -29 | 99 | 11 | -3 | 103
N#Cc1c(-c2ccc(Cl)cc2Cl)nc2n(c1=O)CCS2 | 91 | 4 | -5 | 0 | -29 | -0.5 | . | 85 | 24 | 18 | 77
CCOc1cc2c(cc1C(C)(C)C)NC(=O)CS2 | 99 | 11 | -4 | 3 | 5 | 0.7 | -10 | 97 | 16 | -10 | 99
COCCNC(=O)CN1C(=O)NC2(CCCCCC2)C1=O | ? | 18 | 3 | 1 | -9 | 0.8 | -13 | 101 | 10 | 5 | 104
OC1(c2ccc(OC(F)F)cc2)CSC(=Nc2cccnc2)N1Cc1ccco1 (stereo unspecified) | 100 | 17 | -1 | 6 | -1 | 1.5 | -12 | 93 | 12 | 5 | 102
COc1ccc(NC(=O)CCSc2cc(C)c3ccccc3n2)cc1 | 101 | 9 | 0 | 1 | -33 | -0.5 | . | 97 | 9 | -36 | 98
Cc1cc(C=O)c(C)n1-c1cc(C(=O)O)cc(C(=O)O)c1 | 90 | 18 | -2 | 0 | -21 | 0.1 | -3 | 96 | 11 | 21 | 101
O=C(OCn1nnc2ccccc2c1=O)c1ccc(S(=O)(=O)N2CCOCC2)cc1 | 98 | 4 | 0 | 0 | -13 | 0.1 | . | 101 | 43 | -12 | 99
O=C(NCc1ccc2c(c1)OCO2)c1cccc(F)c1 | 96 | 9 | -2 | 2 | -3 | 0.7 | . | 101 | 24 | -16 | 96
COC(=O)C1=C(C)N=C2SC(C#N)=C(N)N2C1c1ccc(OCc2ccccc2)cc1 (stereo unspecified) | 94 | 5 | -5 | 3 | 11 | 0.8 | . | 96 | 38 | -6 | 92
CCN(CC)c1ccc(NC(=O)c2cccc(F)c2)c(C)c1 | 40* | 3 | 0 | 1 | -6 | 0.1 | 2 | 53* | 25 | 28 | 45*
COc1cc2[nH]c(=O)n(CCC(=O)N3CCc4ccccc4C3)c(=O)c2cc1OC | 77 | 5 | -2 | -9 | -26 | -2.8 | . | 78 | 11 | 3 | 75
CCN(CC)C(=O)CN(C#N)c1nc(OC)nc(N(C)C)n1 | 106 | 10 | -1 | 1 | 6 | -0.3 | . | 111 | 45 | -11 | 105
CN(C)c1ccc(C2OC(=O)C3(CCCC3)C(=O)C2(C)C)cc1 (stereo unspecified) | 107 | 14 | -4 | 1 | -9 | 0.4 | 11 | 104 | 29 | 3 | 109
Cc1ccc(NC(=O)c2cccc(S(C)(=O)=O)c2)cc1 | 103 | 26 | -23 | 1 | -4 | 0.1 | -1 | 108 | 9 | 0 | 103
COCCCNC(=O)c1ccc(Cn2c(=O)c3ccccc3n(CC(=O)NCCc3ccc(OC)c(OC)c3)c2=O)cc1 | 98 | 10 | -2 | 0 | -20 | 0.0 | 10 | 96 | 15 | 3 | 90
COc1ccc(C(=O)CCNc2ccc(F)cc2)cc1 | ? | 10 | . | . | -23 | . | -8 | 103 | . | 13 | 100
C/C(=N\NC(=O)c1ccc(=O)[nH]n1)c1cccnc1 | 102 | 15 | -2 | 3 | -15 | 0.7 | . | 101 | 13 | 12 | 106
Cn1c(COc2ccccc2)nnc1SCc1cc(=O)[nH]c2ccccc12 | 100 | 1 | 0 | 1 | -14 | 0.3 | . | 102 | 41 | 5 | 105
O=C(O)c1cccc(C(=O)Nc2cccc(NC(=O)C3CCCO3)c2)c1 (stereo unspecified) | 98 | 15 | 0 | -11 | 10 | -0.3 | . | 100 | 25 | 13 | 100
COC(=O)C1C(c2ccccc2)C(C(=O)N2CCN(C)CC2)C1c1ccccc1 (stereo unspecified) | 107 | 3 | -4 | 2 | -40 | 1.5 | -35 | 115 | 16 | 2 | 107
CCCNC(=O)c1nc2ncc(Br)cn2n1 | 98 | 6 | 0 | 0 | -4 | -0.2 | . | 104 | 51 | 8 | 99
Cn1ccc(=Nc2ccc(NC(=O)c3ccc(N=c4ccn(C)c5ccc([N+](=O)[O-])cc45)cc3)cc2)cc1 | ? | 4 | . | . | 3 | . | . | 101 | . | 21 | 102
C=CCn1c(SCC(=O)NCc2ccco2)nc2ccccc2c1=O | 93 | 10 | -3 | 2 | -9 | 1.0 | -16 | 96 | 25 | 8 | 96
CCOC(=O)c1ccc(NC(=S)NCCCN2CCN(C3CCCCC3)CC2)cc1 | 101 | 12 | -3 | 3 | -26 | 0.6 | -4 | 102 | 67 | 28 | 107
Cc1ccc(CONC(=O)c2ccccc2)cc1 | ? | . | . | . | -5 | . | 26 | 99 | . | 2 | 95
CCCC(=O)NC(Nc1ccc(S(=O)(=O)Nc2cc(C)on2)cc1)(C(=O)OCC)C(F)(F)F (stereo unspecified) | 104 | 10 | -2 | -3 | -9 | -7.8 | -7 | 104 | 13 | 24 | 106
O=C(Nc1ccc(S(=O)(=O)N2CCc3ccccc3C2)cc1)c1ccccc1 | 102 | 4 | 0 | 3 | 3 | 0.6 | . | 103 | 54 | 2 | 103
COc1ccccc1NC(=S)NCC1CCCCC1 | 102 | 3 | -6 | 9 | -13 | 0.3 | -30 | 100 | 10 | 13 | 101
COC(=O)Cc1[nH]n(-c2nc3ccccc3s2)c(=O)c1C(C)=Nc1ccc(Cl)cc1 | ? | 4 | . | . | -1 | . | 12 | 103 | . | 16 | 104
Cc1ccc2c(c1)NC(=O)C(CC(=O)NCCCN1CCN(c3cc(Cl)ccc3C)CC1)O2 (stereo unspecified) | 100 | 8 | 0 | -3 | -8 | -3.0 | . | 99 | 17 | 6 | 100
Cc1ccc(CNC(=O)C2CCCN(S(=O)(=O)c3cnc[nH]3)C2)cc1 (stereo unspecified) | 102 | 8 | 0 | 0 | 0 | 0.1 | . | 107 | 27 | 13 | 104
O=C(C1CC2C=CC1C2)N1CCN(c2ccccc2)CC1 (stereo unspecified) | 101 | 9 | 0 | 4 | -36 | 0.3 | -3 | 102 | 12 | -3 | 100
C=CCNC(=S)NNC(=O)CC12CC3CC(CC(C3)C1)C2 | ? | 9 | . | . | -44 | . | 18 | 103 | . | -12 | 112
O=C1CNC(=O)/C(=C/c2ccco2)N1 | 102 | 11 | 1 | 2 | -12 | -0.1 | -1 | 97 | 15 | 17 | 94
CCCCC1S/C(=N/N=C/c2ccc(OC)cc2)N(Cc2ccc(OC)cc2)C1=O (stereo unspecified) | 102 | 31 | -1 | 2 | -22 | 0.7 | 12 | 98 | 13 | -5 | 101

Next section
SMILES | RGS7-Gao reg | Avidin fluor | Bim-Mcl-1 | ABCG2 block | Mcl1 Bid PPI | ABCB1 block | Pf gametocyte | RGS8-Gao | GSH bead fluor | Mcl1 Noxa PPI | RGS4-Gao reg
COc1ccc(Nc2nc(N)nc(CSC(=S)N3CCN(c4ccccc4)CC3)n2)cc1 | 102 | 7 | -7 | 4 | -32 | 0.3 | -7 | 102 | 11 | -13 | 102
N/C(=N\OC(=O)c1ccccc1Cl)c1cccnc1 | 92 | 13 | 0 | 4 | 12 | 0.5 | . | 76 | 13 | 6 | 93
O=C1c2ccccc2C(=O)N1n1c(=O)[nH]c2ccccc2c1=O | 101 | 14 | -1 | 4 | 3 | 0.7 | -1 | 100 | 27 | 6 | 98
Cc1ccc2c(Cl)cc(Cl)c(OCC(=O)N(C(C)C)C(C)C)c2n1 | 98 | 9 | 0 | 33 | -15 | -0.3 | . | 97 | 11 | 29 | 99
Cc1c(NC(=O)C(C)OC(=O)COc2ccccc2)c(=O)n(-c2ccccc2)n1C (stereo unspecified) | ? | 11 | -1 | 1 | -27 | 1.0 | -12 | 100 | 9 | 14 | 100
CCOc1ccccc1NC(=S)NCCc1ccccc1 | ? | 10 | 0 | 14 | -43 | 0.7 | -36 | 100 | 20 | 11 | 103
COC(=O)Cn1c2[n+](c3ccccc31)CC(O)CS2 (stereo unspecified) | 103 | 3 | -2 | 1 | 3 | -0.1 | -7 | 108 | 35 | 0 | 99

2 of these compounds, reformatted:
SMILES	RGS7-Gao reg	Avidin fluor	Bim-Mcl-1	ABCG2 block	Mcl1 Bid PPI	ABCB1 block	Pf gametocyte	RGS8-Gao	GSH bead fluor	Mcl1 Noxa PPI	RGS4-Gao reg
CCOc1cc2c(cc1C(C)(C)C)NC(=O)CS2	99	11	-4	3	5	0.7	-10	97	16	-10	99
COCCNC(=O)CN1C(=O)NC2(CCCCCC2)C1=O	?	18	3	1	-9	0.8	-13	101	10	5	104
